# HT1080 IDH1KD tx = kills HT-1080 cells with IDH1 knockdown | HT-1080 IDH1 knockdown viability, ATP luminescence, 48 h | Potency, µM (highest dose often 46.1 µM), inactives show at the top dose activity, negative = toxicity, hits mostly cytotoxic | 360,000 compounds, 2% hits | AID 686971;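 further: potency means the concentration at half of the fitted maximal effect; 0% = DMSO wells and -100% = cell-free medium wells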
#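 Cytotoxicity counter-line: IDH1KD HT-1080, 48 h, CellTiter-Glo. Curves classed by r2, magnitude and activity.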
# ATXN2 expr inh = inhibitors of ATXN2 expression | HEK-293 ATXN2-luciferase reporter, luminescence, 24 h | 360,000 compounds, 0.72% hits | Potency, µM (top dose mostly 57 µM), for the others: top-dose activity change, negative = inhibition, most hits filed as inhibitors; further: potency means the concentration at half of the fitted maximal effect; on the % scale 0 is the no-effect control and ±100 the full control effect; nearly all actives have a fitted effect of over 55% in size
#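 ATXN2-luciferase reporter cells (luciferase flanked by upstream and downstream ATXN2 gene portions) were treated 24 h at 37 °C with compounds at up to 57 uM. SteadyGlo luminescence gave expression; GF-AFC fluorescence gave viability.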
# KB-3-1 cytotox = KB-3-1 parental cell cytotoxicity | KB-3-1 viability, CellTiter-Glo ATP luminescence, 72 h | Potency, µM (titrated, usually from 46.1 µM), for the others: at the top dose activity change, negative = cytotoxic, actives largely listed as cytotoxic | AID 1347075 | 400,000 compounds, 1.4% hits; further: potency means the concentration at half of the fitted maximal effect; on the % scale 0 is the no-effect control and ±100 the full control effect; nearly all actives have a fitted effect of over 60% in size
#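 Using CellTiter-Glo luminescence, growth of non-resistant KB-3-1 adenocarcinoma cells is assessed 72 h after pin-tool compound addition at 37 °C. Normalized responses across the concentration series yield fitted curves.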
# SW480 rerep = DNA re-replication induction in SW480 cells. SW480 DNA re-replication, Hoechst DNA content imaging, 48 h. AID 624297. Potency, µM (titrated, usually from 46.1 µM), without a hit: top-dose re-replication activation, most hits filed as activators. 340,000 compounds, 1.8% hits; further: potency means the concentration at half of the fitted maximal effect; % of control where 0% means no effect; nearly all actives have a fitted effect of over 55% in size
#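 Cells (250 per well) received 23 nL compound or DMSO by pin tool and were kept 48 hr at 37 C, 5% CO2. Nuclei were then stained with Hoechst for 40 min and scanned for DNA content.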
# S2 tox = viability counter-screen for ATXN expression inhibitors. S2 cells (HEK-293 line with an ATXN2-luciferase reporter) viability, CellTiter-Fluor protease fluorescence, 24 h. Potency, µM (top dose mostly 56.7 µM), hits mostly cytotoxic. 400,000 compounds, 0.49% hits; further: potency means the concentration at half of the fitted maximal effect; nearly all actives have a fitted effect of over 40% in size
# MCF10A rerep = inducers of DNA re-replication in MCF 10A breast cells; MCF 10A DNA re-replication, Hoechst nuclear intensity, 48 h; Potency, µM (doses to about 46.1 µM), without a hit: at the top dose activity, positive = re-replication, hits mostly activators; 350,000 compounds, 2.9% hits; further: potency means the concentration at half of the fitted maximal effect; % of control where 0% means no effect; nearly all actives have a fitted effect of over 50% in size
# KB-V1 MDR tox = KB-V1 MDR subline cytotoxicity; KB-V1 MDR cells viability, CellTiter-Glo, 72 h; Potency, µM (series often up to 46.1 µM), inactives show at the top dose activity change, negative = cytotoxicity, usual class: cytotoxic; 400,000 compounds, 3.4% hits; AID 1347076; further: potency means the concentration at half of the fitted maximal effect; on the % scale 0 is the no-effect control and ±100 the full control effect; nearly all actives have a fitted effect of over 60% in size
#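 qHTS viability screen in drug-selected KB-V1 MDR cells: 72 h compound treatment at 37 degrees C, ATP luminescence end point.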
# HT1080-NT tox = kills 2HG-producing HT-1080-NT fibrosarcoma cells; HT-1080-NT fibrosarcoma viability, CellTiter-Glo ATP luminescence, 48 h; Potency, µM (top dose mostly 46.1 µM), for inactives: top-dose activity, negative = less viability, usual class: cytotoxic; 360,000 compounds, 1.6% hits; AID 686970;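 further: NT is the 2HG producing partner of a matched IDH1 knockdown line; potency means the concentration at half of the fitted maximal effect; 0% = DMSO-treated cells and -100% = media-only wells without cells; nearly all actives have a fitted effect of over 55% in size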
#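 HT-1080-NT; 750 cells/well; 5% FBS RPMI; 48 h compound, 37 degrees C; CellTiter-Glo luminescence; curve fitting and curve-class assignment.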
# IL-1B inflam inh = blocks inflammasome-driven IL-1 beta release; THP-1 LPS/ATP IL-1B secretion, AlphaLISA, 16 h; active compounds read low; 360,000 compounds, 4.7% hits; activity change, % at 57.5 µM; in the data active means activity change below about -50%; inconclusive means mostly about -30% to -49%; further: on the % scale 0 is the no-effect control and ±100 the full control effect
#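 THP-1 cells pretreated 1 hr with compounds (up to 57.5 uM final), then stimulated with LPS (250 ng/mL final) plus ATP (1.25 mM final); secreted IL-1B measured by AlphaLISA after 16 hr, decreased signal indicating inhibition.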
# Numbers without * were called inactive; i = inactive; ? = inconclusive; / = no result given; [ ] = dose if it differs, or a comment. Unless noted, the call rests on the fitted dose curve; in most records, active means well fitted curve in the direction sought with a large enough effect; inconclusive means small, poorly fitted or top-dose-only effect, or another doubt; inactive means no such curve, though single readings can be large; an effect the other way counts as inactive or inconclusive.
# Sample of the layout (4 entries):
mol | HT1080 IDH1KD tx | ATXN2 expr inh | KB-3-1 cytotox | SW480 rerep | S2 tox | MCF10A rerep | KB-V1 MDR tox | HT1080-NT tox | IL-1B inflam inh
CC(C)CN(C(=O)CSc1nnc(-c2cccs2)n1C1CC1)C1CCS(=O)(=O)C1 (centres undefined) | 0% | / | -2% | / | i | / | -5% | -2% | -22
COc1ccc(N2CCN(C(=O)CCCn3c(=O)[nH]c4cc(Cl)ccc4c3=O)CC2)cc1 | -9% | -8% | 10% | -13% | ? | 4% | ? | -8% | 7
O=C(c1ccco1)N1CCN(C(=O)c2ccc(COc3ccc4c(c3)CCC4)o2)CC1 | -15% | 3% | -12% | -2% | i | 3% | 16µM* | -2% | 4
Cc1ncc(CN2CCCC(C(=O)Nc3ccc(-c4cccc(F)c4)cc3)C2)s1 (centres undefined) | 1% | ? | -27% | 4% | ? | 25% | 19% | -14% | ?

# Results, from the first entry:
mol | HT1080 IDH1KD tx | ATXN2 expr inh | KB-3-1 cytotox | SW480 rerep | S2 tox | MCF10A rerep | KB-V1 MDR tox | HT1080-NT tox | IL-1B inflam inh
CC(C)CN(C(=O)CSc1nnc(-c2cccs2)n1C1CC1)C1CCS(=O)(=O)C1 (centres undefined) | 0% | / | -2% | / | i | / | -5% | -2% | -22
COc1ccc(N2CCN(C(=O)CCCn3c(=O)[nH]c4cc(Cl)ccc4c3=O)CC2)cc1 | -9% | -8% | 10% | -13% | ? | 4% | ? | -8% | 7
O=C(c1ccco1)N1CCN(C(=O)c2ccc(COc3ccc4c(c3)CCC4)o2)CC1 | -15% | 3% | -12% | -2% | i | 3% | 16µM* | -2% | 4
Cc1ncc(CN2CCCC(C(=O)Nc3ccc(-c4cccc(F)c4)cc3)C2)s1 (centres undefined) | 1% | ? | -27% | 4% | ? | 25% | 19% | -14% | ?
O=C(O)CCCCCN1C(=O)/C(=C\c2cn(-c3ccccc3)nc2-c2cccs2)SC1=S | -25% | 3% | ? | 19% | i | ? | -13% | -18% | 0
C=CCC(=O)OCCCCCCOc1ccc(C(=O)O)cc1 | -9% | 0% | -18% | 3% | i | 1% | 12% | -5% | 23
FC(F)(F)c1ccc(N=Cc2sc(N3CCOCC3)nc2-c2ccccc2)cc1 | 13% | -2% | 8% | 0% | i | 4% | 10% | 0% | -18
COc1ccc(-n2ncc3c(NC4CCCC4)ncnc32)cc1 | / | -10% | 1% | / | i | / | -14% | / | /
COC(=O)c1cccc(NC(=O)c2cc3sccc3n2C)c1 | 4% | 6% | -6% | -2% | i | -8% | 9.2µM* | 3% | -16
Cc1ccc(C(=O)Nc2nnc(S(=O)(=O)Nc3ccccc3C)s2)cc1C | 0% | -12% | -7% | -7% | i | ? | 0% | -1% | -18
O=C(NCc1ccccc1)c1ccc2c(=O)[nH]c3c(C(=O)NCC4CCCO4)sc(=S)n3c2c1 (centres undefined) | 0% | -9% | ? | -14% | i | -10% | -9% | -4% | 25
C[C@H]1CN([C@@H](C)CO)C(=O)CCCn2cc(nn2)CO[C@@H]1CN(C)S(=O)(=O)c1ccc(C#N)cc1 | 8% | -2% | 26% | / | i | / | 4% | -5% | 11
Cc1nnc(SCC(=O)c2c(N)n(C)c(=O)n(C)c2=O)n1Cc1ccccc1 | -29% | -3% | ? | -2% | i | 10% | 0% | -5% | -54*
O=C(NC(=S)Nc1ccc(N2CCOCC2)cc1)c1cncc(Br)c1 | 11% | 4% | 1% | -5% | i | -3% | ? | 12% | 7
CC(C)CC(=O)c1c[nH]c(C(=O)NCCCn2ccnc2)c1 | 2% | 9% | 12% | -4% | i | 13% | -2% | 18% | 24
C=CCSc1nc(N)c(C(=O)Nc2ccccc2)cc1C#N | -17% | -8% | 3% | 4% | i | 11% | -19% | -3% | -1
O=C(c1ccc(Cl)c(S(=O)(=O)N2CCOCC2)c1)N1CCN(Cc2ccccc2)CC1 | 6% | -4% | 0% | -9% | i | 4% | ? | -5% | -8
Cc1ccc(S(=O)(=O)N(CC(=O)N2CCCC2)C2CCCCC2)cc1 | 2% | 5% | 0% | ? | i | 12% | ? | 0% | -19
O=C(N/N=C/c1cccc(OC(=O)c2ccccc2Cl)c1)c1cccnc1 | ? | 31% | 7% | 3% | i | -2% | 1% | 2% | 14
O=C(c1cc2c(s1)-c1ccccc1OC2)N1CCCC1 | 9% | -22% | -5% | -3% | i | 11% | 1% | 14% | -17
Cc1cc(NC2C3CC4CC(C3)CC2C4)n2nnnc2n1 (centres undefined) | 3% | 11% | 10% | -3% | i | -12% | 11% | 5% | 19
COc1ccccc1N1CCN(CC(=O)Nc2ccc(C)c(F)c2)CC1 | -11% | -9% | 1% | -7% | i | 5% | 3% | -5% | -12
Cc1ccc(/C=N/NC(=O)Cn2cnc3c2c(=O)n(C)c(=O)n3C)s1 | 13% | 7% | 17% | 4% | i | 1% | -11% | 3% | 0
O=C(C[n+]1ccccc1)N/N=C/c1ccc(Cl)cc1 | 1% | 7% | -1% | -19% | i | 0% | ? | -3% | -4
COc1cc(SC)ccc1C(=O)NCCCn1ccnc1 | 3% | -11% | 3% | -4%[9.22 µM] | i | -12% | -8% | 6% | 12
Cc1nc(C)n(CC(C)C(=O)N2CCN(S(=O)(=O)c3ccc(Cl)cc3)CC2)n1 (centres undefined) | 12% | 10% | -17% | 2% | i | 14% | -2% | -4% | 44
CCOC(=O)c1cc(C)sc1NC(=S)Nc1ccccc1 | 1% | 2% | 13% | -8% | i | 2% | 14% | -5% | 20
O=C(NS(=O)(=O)c1ccc2ccc(S(=O)(=O)NCCSc3ccccc3)cc2c1)c1cccc2ccccc12 | 3% | 10% | 11% | / | i | / | 0% | -1% | 11
COc1ccccc1CCNS(=O)(=O)c1cn(C)nc1C | -1% | 2% | -5% | -4% | i | 1% | 15% | 11% | -3
CN(C)S(=O)(=O)c1cccc(-c2nnc(SCCNCCO)n2-c2ccc(F)cc2)c1 | 1% | -11% | 0% | ? | i | 8% | 0% | -15% | -26
CCN(CC)S(=O)(=O)c1cccc(C(=O)N[C@H](C(=O)OCC(=O)NC(=O)NC)C(C)C)c1 | 7% | -2% | -2% | 2% | i | 11% | 2% | 9% | 14
Clc1ccc(-[n+]2c(-c3cccc(Br)c3)[nH]c3nc4ccccc4nc32)cc1 | 28% | -29% | ? | 0% | / | -6% | ? | 21% | /
CCCCOc1ccc(C(=S)N2CCC(C(N)=O)CC2)cc1 | -11% | 10% | 13% | 0% | i | 4% | 0% | -20% | 7
N#Cc1ccc(OCC(=O)NC(=O)NC2CCS(=O)(=O)C2)cc1 (centres undefined) | -3% | 8% | 10% | -11% | i | -7% | 0% | 1% | -12
Cc1onc(-c2ccccc2)c1C(=O)N1CCCN(C(=O)c2c(-c3ccccc3)noc2C)CC1 | 6% | 1% | 6% | 2% | i | 4% | ? | -7% | 5
CC(=O)c1ccccc1OCC(O)CN1CCN(C(c2ccccc2)c2ccccc2)CC1 (centres undefined) | -22% | -15% | ? | -5% | i | 13% | -1% | -23% | 0
CCOC(=O)C1CCCN(c2c(N3CCOCC3)c(=O)c2=O)C1 (centres undefined) | 8% | 6% | 8% | -7% | i | 2% | 14% | -6% | 21
COc1ccc(NS(=O)(=O)c2cccc(C(=O)NNC(=O)CNC(=O)c3ccccc3)c2)cc1 | -10% | -14% | 2% | -4% | i | -4% | 0% | -8% | 0
CCCc1[nH]nc2c1C1(CCOC1C)C(C#N)=C(N)O2 (centres undefined) | 8% | -7% | 3% | -8% | i | 0% | 10% | 17% | 29
CCOc1ccc(-n2c(SCC(=O)Nc3ccc(OC)cc3)nc3c(c2=O)SCC3)cc1 | 9% | -8% | ? | -2% | i | 3% | -7% | 1% | -13
O=C(CCC(=O)Nc1cccc([N+](=O)[O-])c1)NCc1ccccc1 | 1% | / | 3% | -55% | ? | 12% | 4% | 0% | 13
O=C(NCc1cccs1)C(=O)NCC(c1ccco1)N1CCN(c2ccccc2)CC1 (centres undefined) | -10% | -13% | -4% | -7% | i | -1% | ? | -19% | 15
CC(C)(C)n1nnnc1C(c1ccccc1)N1CCN(CCN2CCOCC2)CC1 (centres undefined) | 18% | -7% | 1% | / | i | / | 10% | 16% | 11
O=S(=O)(c1ccc2c(c1)OCCO2)N1CCC(n2nnc3cc(F)ccc32)CC1 | -14% | ? | -1% | 4% | i | 7% | ? | -4% | -27
Brc1ccc(-c2n(-c3ccccn3)c3ccccc3[n+]2-c2ccccn2)cc1 | -5% | / | 0% | 13% | i | 24% | ? | 0% | 7
O=C(NCC(=O)N1CCN(S(=O)(=O)c2ccc3c(c2)OCCO3)CC1)c1ccccc1F | -1% | 0% | 5% | -13% | i | -1% | -8% | -3% | -7
CCOc1ccccc1NC(=O)C1CCN(C(=O)c2cccs2)CC1 | 5% | -13% | -8% | -40% | i | -1% | -23% | -5% | 5
CCn1c(NC2CCCCC2)nc2ccccc21 | -1% | 0% | -8% | 4% | i | ? | -8% | -6% | -23
C=CCNS(=O)(=O)CC12CCC(CC1=O)C2(C)C (centres undefined) | 3% | 3% | 17% | -1% | i | ? | 27% | 16% | 14
Cc1cc(Cl)ccc1N=C1N=C(N)c2ccccc21 | ? | -21% | -28% | 5% | ? | ? | -20% | 23µM* | -23
COc1ccc(CNc2oc(COc3cccc(C)c3)nc2C#N)cc1 | / | -23% | -23% | / | ? | / | ? | / | /
COc1ccccc1CCNS(=O)(=O)c1ccc(N2CCCCS2(=O)=O)cc1 | / | -10% | -13% | / | i | / | -4% | / | /
CC(C)CC1(C)N=C(c2ccccc2)C(=S)N1 (centres undefined) | -12% | 30% | -1% | 5% | i | -15% | 1% | -2% | -11
Cc1nnc(SCc2ccc(Cl)c(Cl)c2)s1 | -8% | 56%[activator] | 3% | 4% | i | 0% | -2% | -3% | -12
Cc1cc(C)n(-c2ccc3nncn3n2)n1 | 12% | 10% | -6% | ? | i | 16% | -30% | 12% | 16
CC1CC(C)CN(CCCNC(=O)CC2Oc3ccccc3NC2=O)C1 (centres undefined) | 2% | -9% | 13% | 3% | i | 17% | -13% | -8% | 30
CSc1ccc(-c2nc3cc(C)ccn3c2Nc2ccc(C)cc2)cc1 | / | 26% | 17% | / | i | / | 6% | / | /
c1coc(-c2nnc(NC3=NCCC3)o2)c1 | -9% | 1% | -3% | 1% | i | 1% | -11% | 1% | 6
